Screens deposited in PubChem BioAssay by National Center for Advancing Translational Sciences (NCATS).
VP16 counter = inhibits Gal4-VP16 luciferase reporter, ROR gamma counter-screen | hit rate 3.5% among 310,000 | Drosophila S2 Gal4-VP16 UAS-luciferase, luminescence, 20 h | Potency, µM (highest dose often 53.6 µM), without a hit: at the top dose activity, negative = inhibition, usual class: inhibitors | AID 2546;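 further: Gal4-VP16 expression switched on by copper sulfate through the metallothionein promoter; potency means the concentration at half of the fitted maximal effect; on the % scale 0 is the no-effect control and ±100 the full control effect; nearly all actives have a fitted effect of over 50% in size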
Menin MLL FP TR = displaces Texas Red mutant MLL peptide from human menin | Menin + Texas Red MLL mutant peptide, fluorescence polarization | O00255 | hit rate 0.23% among 270,000 | Potency, µM (doses to about 61.6 µM), without a hit: top-dose FP activity change, negative = inhibition, usual class: inhibitors; active means well fitted inhibition curve with a large enough effect in the polarisation, with a control signal flat, not every such curve was filed as active; inconclusive means small, poorly fitted or top-dose-only effect, or effect the other way, or a change in a side signal; inactive means no such curve, though single readings can be large or run the other way; the % refers to the polarisation; further: potency means the concentration at half of the fitted maximal effect; % of control where 0% means no effect; many of its hits are not listed in these tables
Rab9 prom act = activates the Rab9 promoter | Potency, µM (highest dose often 9.22 µM), for the others: top-dose activation, negative = inhibition, hits mostly activators | AID 485297 | Huh7 Rab9 promoter-luciferase reporter, luminescence, 24 h | hit rate 2.8% among 320,000; further: potency means the concentration at half of the fitted maximal effect; % of control where 0% means no effect; nearly all actives have a fitted effect of over 60% in size
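Steps: seed 1500 Huh7 Rab9-luc cells per well, rest 2 h at 37 °C; add compound in DMSO; incubate 24 h; add luciferase reagent, 10 min ambient; read luminescence.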
PKM2 activator = PKM2 (human) enzyme activation. P14618. purified PKM2, Kinase-Glo ATP luminescence, activation; response scale: 0% is enzyme alone, no compound. Potency, µM (doses to about 57.5 µM), without a hit: at the highest dose activation, actives largely listed as activators. hit rate 0.34% among 260,000; further: potency means the concentration at half of the fitted maximal effect; on the % scale 0 is the no-effect control and ±100 the full control effect; nearly all actives have a fitted effect of over 55% in size
Target sequence (P14618 whole entry, looked up): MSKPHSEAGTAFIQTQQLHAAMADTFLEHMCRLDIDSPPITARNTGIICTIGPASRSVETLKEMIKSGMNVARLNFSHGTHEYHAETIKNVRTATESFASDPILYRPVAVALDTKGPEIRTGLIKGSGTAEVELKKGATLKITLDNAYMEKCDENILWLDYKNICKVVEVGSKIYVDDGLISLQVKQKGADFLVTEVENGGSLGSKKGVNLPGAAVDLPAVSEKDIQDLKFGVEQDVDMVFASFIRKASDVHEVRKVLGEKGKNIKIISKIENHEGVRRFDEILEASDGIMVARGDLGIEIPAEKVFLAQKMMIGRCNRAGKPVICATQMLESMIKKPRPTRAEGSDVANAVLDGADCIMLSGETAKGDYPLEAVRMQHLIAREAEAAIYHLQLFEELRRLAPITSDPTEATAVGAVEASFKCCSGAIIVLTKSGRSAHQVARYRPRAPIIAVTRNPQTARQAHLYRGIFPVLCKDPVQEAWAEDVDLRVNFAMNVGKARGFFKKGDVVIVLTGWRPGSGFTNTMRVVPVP
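Purified hPK-M2 (>95% pure) converted ADP (0.1 mM final) to ATP with 0.5 mM PEP in 50 mM imidazole pH7.2, KCl, MgCl2, Tween 20, BSA; 1 h at room temperature. ATP detected by Kinase-Glo luminescence.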
FLuc counter = inhibits or activates purified firefly luciferase, miR-21 counter-screen. AID 588342. P08659. purified FLuc, Km substrates, luminescence inhibition. Potency, µM (highest dose often 57.5 µM), inactives show at the top dose activity change, negative = inhibition, most hits filed as inhibitors. hit rate 6.9% among 360,000;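 further: potency means the concentration at half of the fitted maximal effect; plate controls were vehicle for no effect and reference inhibitor for full effect; nearly all actives have a fitted effect of over 55% in size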
Target sequence (P08659 whole entry, looked up): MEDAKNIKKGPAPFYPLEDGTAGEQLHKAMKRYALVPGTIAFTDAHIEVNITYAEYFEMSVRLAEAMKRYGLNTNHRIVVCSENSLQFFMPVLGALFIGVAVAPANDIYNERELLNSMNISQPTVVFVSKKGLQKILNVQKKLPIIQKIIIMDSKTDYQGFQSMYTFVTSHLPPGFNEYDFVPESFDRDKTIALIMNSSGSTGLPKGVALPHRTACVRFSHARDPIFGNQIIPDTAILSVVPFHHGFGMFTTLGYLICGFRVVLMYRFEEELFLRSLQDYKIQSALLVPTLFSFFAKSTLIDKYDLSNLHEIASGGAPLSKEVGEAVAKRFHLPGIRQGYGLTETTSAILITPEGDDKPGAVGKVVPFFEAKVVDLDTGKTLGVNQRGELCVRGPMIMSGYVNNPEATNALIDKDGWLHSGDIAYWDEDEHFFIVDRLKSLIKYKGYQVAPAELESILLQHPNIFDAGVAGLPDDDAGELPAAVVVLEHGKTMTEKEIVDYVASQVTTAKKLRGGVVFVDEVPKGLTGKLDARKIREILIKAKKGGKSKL
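Purified P. pyralis luciferase, 10 nM final, with Km-level 10 uM D-luciferin and 10 uM ATP in 50 mM Tris acetate pH 7.5, 10 mM Mg acetate, 0.01% Tween-20, 0.05% BSA; 6-point qHTS titration about 60 µM downward; luminescence read.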
RORg inh = ROR gamma (mouse) transcription inhibition. P51450. Drosophila S2 Gal4-RORgamma UAS-luciferase reporter, 20 h. hit rate 5.4% among 310,000. Potency, µM (doses to about 53.6 µM), inactives show at the highest dose activity change, negative = inhibition, hits mostly inhibitors; further: potency means the concentration at half of the fitted maximal effect; on the % scale 0 is the no-effect control and ±100 the full control effect; nearly all actives have a fitted effect of over 60% in size
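In this cell-based reporter format, copper sulfate (700 uM final) drives Gal4–ROR gamma fusion expression from a metallothionein promoter in Drosophila Schneider cells; compounds preincubated 1 hr, reporter read after 20 hr at ambient temperature.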
Giardia kill = Giardia lamblia killing | Giardia lamblia trophozoite viability | activity change, % at 7.66 µM, hits read low | hit rate 0.15% among 340,000 | AID 540267; in the data active means activity change below about -80%; inconclusive means between about -30% and that limit;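 further: parasites exposed to compound for two days anaerobically before the ATP read; on the % scale 0 is the no-effect control and ±100 the full control effect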
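Trophozoite viability was measured as ATP-dependent luminescence, read 15-30 min after reagent addition. Before that, parasites at 100 cells/well were exposed to compounds for 48 h, anaerobically, at 37 deg C.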
ELG1 genotox = induces genotoxicity in HEK293T cells with luciferase-tagged ELG1; HEK293T ELG1-luciferase reporter, luminescence, 16 h; Potency, µM (highest dose often 46 µM), for the others: top-dose activity change, positive = activation, usual class: activators; hit rate 1.3% among 330,000; further: potency means the concentration at half of the fitted maximal effect; % of control where 0% means no effect; nearly all actives have a fitted effect of over 60% in size
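Genotoxicity was scored as increased ELG1-luciferase reporter signal, measured by ONE-Glo luminescence (30 min, room temperature). Compound or vehicle exposure of the HEK293T reporter cells lasted 16 hr at 37°C.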
NPC1 promoter act = activators of NPC1 promoter | Huh7 NPC1 promoter luciferase reporter, 24 h | AID 485313 | hit rate 2.4% among 320,000 | Potency, µM (doses to about 9.22 µM), for the others: at the top dose activation, most hits filed as activators;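 further: potency means the concentration at half of the fitted maximal effect; % of control where 0% means no effect; nearly all actives have a fitted effect of over 60% in size; reporter is driven by a mutant NPC1 promoter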
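Luminescence read-out of NPC1 promoter-driven luciferase in stably transfected Huh7 cells; compounds delivered in DMSO and left 24 h at 37C, 5% CO2, qHTS titration format.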
BRCA1 expr act = increases BRCA1 expression. MCF7-BRCA1-FFLuc reporter, luminescence, 48 h; response scale: scaled: vehicle 0%, 10 µM genistein 100%. Potency, µM (titrated, usually from 46.1 µM), without a hit: at the highest dose activation, hits mostly activators. hit rate 1.1% among 380,000; further: potency means the concentration at half of the fitted maximal effect; nearly all actives have a fitted effect of over 80% in size; some results filed as inactive show a strong effect at the top dose
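48 h compound treatment of MCF7-BRCA1-FFLuc cells (phenol-red free MEM, 37 °C), then 15 min with luciferase substrate and luminescence imaging.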
p53 reactivation = restores transcriptional activity of mutant p53. H1299 p53-A138V BP100-luciferase reporter, luminescence, 24 h. Potency, µM (titrated, usually from 92.2 µM), for the others: top-dose activity change, positive = activation, most hits filed as activators. hit rate 0.063% among 320,000. AID 504706; further: potency means the concentration at half of the fitted maximal effect; % of control where 0% means no effect; nearly all actives have a fitted effect of over 45% in size
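p53-null H1299 cells stably carrying temperature-sensitive p53-A138V and a BP100-luciferase reporter were pinned with compounds (4-point, 1:5 series) and held 24 hrs at 37 deg C. Luminescence was read 10 min after detection reagent.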
Active calls of the source: *; ? = inconclusive; · = not tested or not shown; & = joins results of further samples; [ ] = dose if it differs, or a comment. Unless noted, the call rests on the fitted dose curve; in most records, active means well fitted curve in the direction sought with a large enough effect; inconclusive means small, poorly fitted or top-dose-only effect, or another doubt; inactive means no such curve, though single readings can be large; an effect the other way counts as inactive or inconclusive.

A first look (3 entries):
SMILES | VP16 counter | Menin MLL FP TR | Rab9 prom act | PKM2 activator | FLuc counter | RORg inh | Giardia kill | ELG1 genotox | NPC1 promoter act | BRCA1 expr act | p53 reactivation
N#Cc1cc2nc(O)c(O)nc2cc1[N+](=O)[O-] | 0% | 8% | 1%[46.1 µM] | · | -1% | 15% | -2 | -2% | 2%[46.1 µM] | 0% | -3%
O=C1c2ccccc2NC(c2ccccc2)N1/N=C/c1ccccc1 (configuration not stated) | 11µM* | ? | 2.5µM* | 7% | ? | 10µM* | -4 | 20% | 2.5µM* | ? | 7%
COc1cc(OC)c(S(=O)(=O)NCc2ccco2)cc1S(=O)(=O)NCc1ccco1 | 0% | -13% | -14% | -6% | 0% | 39% | -1 | 1% | 0% | -11% | -2%

The listing, from the start:
SMILES | VP16 counter | Menin MLL FP TR | Rab9 prom act | PKM2 activator | FLuc counter | RORg inh | Giardia kill | ELG1 genotox | NPC1 promoter act | BRCA1 expr act | p53 reactivation
N#Cc1cc2nc(O)c(O)nc2cc1[N+](=O)[O-] | 0% | 8% | 1%[46.1 µM] | · | -1% | 15% | -2 | -2% | 2%[46.1 µM] | 0% | -3%
O=C1c2ccccc2NC(c2ccccc2)N1/N=C/c1ccccc1 (configuration not stated) | 11µM* | ? | 2.5µM* | 7% | ? | 10µM* | -4 | 20% | 2.5µM* | ? | 7%
COc1cc(OC)c(S(=O)(=O)NCc2ccco2)cc1S(=O)(=O)NCc1ccco1 | 0% | -13% | -14% | -6% | 0% | 39% | -1 | 1% | 0% | -11% | -2%
COc1ccc(-c2cc(-c3cccs3)c(C#N)c(SCC(=O)NCc3ccccc3)n2)cc1 | 1% | ? | 0% | 1% | 0% | 18% | -14 | ? | -5% | -30% | 3%
CCCn1c(SCC(=O)N2CCCCC2)nnc1C(C)C | 7% | 3% | ? | -2% | ? | 16% | 0 | 15% | ? | 1% | 2%
Cc1cccc(C)c1NC(=O)C1(NC(=O)Cn2cccc([N+](=O)[O-])c2=O)CCCCC1 | -4% | 10% | -5% | 1% | 1% | -6% | -3 | 0% | -1% | -3% | 9%
CCOc1ccc(S(=O)(=O)N/N=C(\C)c2ccc(OC)cc2OC)cc1 | 8% | 3% | -2% | 6% | -5% | 4% | 9 | -1% | -1% | 14% | -1%
COc1nc(NCc2cccnc2)nc(OC)n1 | -13% | -2% | -3% | -4% | -1% | -2% | 3 | 0% | 1% | 5% | -1%
N#Cc1c(N)sc(=S)c2c1CCN(Cc1ccccc1)C2 | 0% | ? | -1% | 1% | -25% | 7% | · | -4% | -3% | · | -13%
Cc1ccc(SCCC(=O)NCc2ccncc2)cc1 | -8% | 8% | -6% | 5% | -1% | 7% | -6 | 0% | -3% | -1% | -3%
CCCCOC(=O)c1ccc(N2C(=O)CC(N3CCN(C/C=C/c4ccccc4)CC3)C2=O)cc1 (configuration not stated) | 3% | 5% | 8% | -3% | -1% | -1% | 3 | -2% | -6% | 3% | 0%
CN(Cc1cnc2nc(N)nc(N)c2n1)c1ccc(C(=O)N[C@@H](CCC(=O)O)C(=O)O)cc1 | 1%&-11% | 10% | 1%[46.1 µM] | · | · | 5%[10 µM] | 4&-7 | · | 1%[46.1 µM] | -55%&11%&0% | ·
CCC1CCCCN1C(=O)c1ccc([N+](=O)[O-])o1 (configuration not stated) | 10% | 16% | 18% | · | 0% | -7% | -97* | -10% | 1% | -24% | ?
Cc1cc(C)cc(N(C(C)C(=O)NCc2ccc3c(c2)OCO3)S(C)(=O)=O)c1 (configuration not stated) | -1% | 6% | -1% | -1% | -1% | 15% | 7 | 0% | -4% | -7% | 8%
Cc1ccccc1OCCn1cc(/C(N)=N/O)c2ccccc21 | 1% | -9% | -1% | 1% | -3% | 44% | 1 | -11% | -1% | -53% | 1%
CCOc1cc(C(=O)NCc2ccc(F)cc2)ccc1OCC(=O)N1CCCCC1 | · | · | -7% | · | -1% | · | 14 | 0% | 1% | -25% | -2%
Cc1ccc(-n2c(-c3ccncc3)n[nH]c2=S)c(C)c1 | ? | -1% | 2% | -5% | 0% | 11µM* | -6 | -3% | -4% | 3% | 3%
O=c1[nH]cnc2scc(-c3ccccc3)c12 | 6% | -16% | 3% | 2% | 3% | 28% | 3 | 0% | 0% | 0% | -8%
Fc1ccc(Nc2nc(N3CCOCC3)c3ccccc3n2)cc1 | 0% | 1% | -4% | -3% | -6% | 3% | 41[activator] | -8% | 0% | -46% | 0%
CCN1CCN(c2ccc(S(=O)(=O)N3CCCCC3)cc2NC(=O)/C=C/c2ccc([N+](=O)[O-])cc2)CC1 | · | · | -1% | · | -2% | · | 14 | ? | 1% | -34% | ?
COc1nc(Oc2ccc(=O)n(C)n2)nc(N(C)C)n1 | · | -2% | 1% | -18% | 1% | -5%[0.365 µM] | -14 | 4% | 0% | -3% | -8%
CCOC(=O)C1=C(C)NC(SCC(N)=O)=C(C#N)C1c1cccs1 (configuration not stated) | -1% | -7% | -5% | -3% | -2% | -7% | -13 | -5% | 2% | -12% | 1%
CCOC(=O)Cc1nc(-c2cccc(C(F)(F)F)c2)no1 | 0% | 6% | 0% | -1% | -3% | 9% | 5 | 9% | -3% | 5% | 1%
Cc1cc(C)nc(N2C(=O)CC(C(=O)O)NC2=NCCc2c[nH]c3ccccc23)n1 (configuration not stated) | -10% | -1% | 14% | 4% | 5% | -1% | 25 | 9% | 0% | -3% | 1%
O=S(=O)(c1ccc(Cl)cc1)N1CCN(C(=S)Nc2ccccc2F)CC1 | 4% | -20% | -4% | 4% | -1% | 3% | -1 | -8% | -6% | 0% | ?
The listing continues.
SMILES | VP16 counter | Menin MLL FP TR | Rab9 prom act | PKM2 activator | FLuc counter | RORg inh | Giardia kill | ELG1 genotox | NPC1 promoter act | BRCA1 expr act | p53 reactivation
O=C(NCCCn1ccnc1)/C(=C/c1cccs1)NC(=O)c1ccco1 | 4% | 1% | -6% | -7% | 0% | -1% | -22 | 0% | -2% | -2% | -1%
CCN1CCN(C(c2cccnc2)c2c(NC(=O)c3ccco3)sc(C)c2C)CC1 (configuration not stated) | · | · | 8% | · | 3% | · | 19 | 1% | -2% | -27% | -1%
CCOc1ccc(Oc2ccc(C(F)(F)F)cc2NC(=O)C2=COCCO2)cc1 | · | · | 0% | · | 0% | · | -29 | -6% | -5% | -6% | -8%
Cc1ccccc1NC(=O)Cc1nc(COC(=O)CSc2ccccc2)cs1 | -3% | · | -1% | 5% | 2% | 16% | -12 | 0% | 0% | 27% | 7%
CC(C)(C)C1CCc2onc(C(=O)NCc3ccc(F)cc3)c2C1 (configuration not stated) | -6% | ? | 3% | -1% | 0% | ? | -29 | -5% | 5% | -18% | 5%
Cc1ccc(S(=O)(=O)c2c(C)cc(C)nc2Oc2cccc(C)c2C)cc1 | 9% | 5% | -3% | 4% | 3% | ? | -18 | -3% | -3% | -45% | -2%
CCOc1ccccc1NC(=O)N1CCCC(c2nc(-c3ccc(C)o3)no2)C1 (configuration not stated) | -6% | -11% | -2% | 0% | 0% | -4% | 40[activator] | 2% | -8% | 35% | 1%
Cc1ccc(C)c(S(=O)(=O)N2CCCOC2CNC(=O)C(=O)NCc2ccccc2)c1 (configuration not stated) | 9% | · | -4% | -7% | 1% | -17% | -3 | -10% | 0% | -34% | -13%
COc1ccc(CN(C)CC(=O)Nc2cccc3ccccc23)cc1F | -8% | -23% | -2% | 2% | 5% | -7% | 2 | -12% | 0% | -14% | -9%
O=C(Cc1cccs1)NCCN1CCOCC1 | -5% | 2% | 1% | -11% | -2% | 7%[10 µM] | -1 | 5% | 0% | -14% | -1%
COc1ccc(CCC(=O)Nc2ccc(Cl)c(S(=O)(=O)N3CCCC3)c2)cc1 | ? | · | -31%[inhibitor] | 2% | -8% | 20% | -3 | 1% | -22% | -36% | 4%
Brc1ccc(-c2nnc(-c3ccco3)o2)cc1 | -8% | -4% | 4µM* | -2% | 8.5µM* | 31% | -4 | ? | 3.2µM* | ? | ?
O=C(Nc1ccc2c(c1)OCO2)NC1CCN(Cc2ccccc2)CC1 | 14% | 0% | 2% | 0% | 17µM* | 35% | -5 | ? | 12% | ? | -5%
CCCSc1nnc(NC(=O)Nc2ccc(C)cc2)s1 | -13% | · | -2% | -6% | 0% | -9% | -20 | -3% | 2% | 32% | 2%
CN(C)C=NC(=O)c1cc(C(=O)c2ccccc2)c[nH]1 | -2% | -24% | 2% | 1% | -16% | 10% | -1 | 0% | -2% | -36% | 8%

Only part of the results is shown; the hit share may differ from the screen's.
